Screens: PubChem BioAssay, several laboratories
SKN-1 block: inhibitors of C. elegans SKN-1 | AID 624304 | C. elegans VP596 Pgst-4::GFP/RFP ratio, acrylamide-induced, 24 h | inhibition, % at 21.8 µM | actives 0.49% (n = 360,000);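 active = interference check ratio from 0.5 to 1.5 plus GFP to RFP signal ratio inhibition reaching or exceeding a fixed threshold, cut at about 30% in these data, passing the limit was not always enough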; also: some compounds called inactive have numbers as strong as hits
Neddylation inh: blocks human cullin neddylation; calls only at 25 µM; P61081+Q13564; actives 0.58% (n = 360,000); TR-FRET cullin neddylation, biochemical; in the data active = inhibition above about 36%
NadD inh: blocks S. aureus nicotinate mononucleotide adenylyltransferase | inhibition, % at 20 µM | actives 0.78% (n = 360,000) | purified NadD enzyme, colorimetric absorbance read-out; in the data active = inhibition above about 26%; also: some compounds past the cut are filed as inactive
PABP1 MLLE inh: blocks PAM2 peptide binding to the PABP1 MLLE domain; P11940; GST-MLLE / FITC-PAM2 fluorescence polarization; inhibition, % at 20 µM; actives 0.36% (n = 360,000); in the data active = inhibition above about 35%, passing the limit was not always enough;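 also: plate controls were DMSO wells with GST-MLLE for no effect and wells lacking GST-MLLE protein for full effect; some results filed as inactive read as strong as hits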
Rin1 Abl inh: inhibitors of human Rin1-Abl protein interaction; P00519+Q13671; actives 0.4% (n = 360,000); TR-FRET Rin1/Abl binding, biochemical; inhibition, % at 7.35 µM; in the data active = inhibition above about 5%, passing the limit was not always enough
Rpn11 inh: blocks the human proteasome subunit Rpn11; O00487; human 26S proteasome, Ub4-pepOG fluorescence polarization; 20S core pre-blocked with epoxomicin; calls only at 20 µM; actives 0.59% (n = 360,000);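 active = inhibition at 20 µM, scaled to each plate's controls, above about 33%, limit read from the data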
MT1-MMP act inh: inhibitors of human MT1-MMP activation | P50281 | HT1080 RFP-PRO-GFP cells, GFP/RFP ratio fluorescence, overnight; percent of plate control window, DMSO zero | GFP/RFP ratio change, % at 20 µM | actives 0.061% (n = 360,000);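 active = GFP/RFP ratio change of at least 30% with cell ATP level not reduced by more than half and red fluorescence within 50% of control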; also: strong numbers were not always called active
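Read-out: GFP/RFP fluorescence ratio; Test system: RFP-PRO-GFP reporter HT1080 cells; Compound dosing: single-point 20 µM compound, 1% DMSO; Times: overnight compound exposure at 37 °C.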
FAS-TE inh: FAS thioesterase (human) inhibition | P49327 | recombinant FAS-TE, OMFH fluorogenic substrate, fluorescence endpoint | inhibition, % at 15 µM | actives 0.67% (n = 360,000);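 active = compounds whose normalised, plate-corrected inhibition of enzyme fluorescence in the single-dose primary screen is 50% or more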;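 also: 0% = DMSO with enzyme and 100% = substrate without enzyme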
CSN inh: inhibitors of human CSN-mediated cullin deneddylation; Q92905; AID 651999; inhibition, % at 12.5 µM; actives 0.38% (n = 360,000); Purified CSN, SCF-Nedd8-OG deneddylation, fluorescence polarization;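 active = pattern-corrected inhibition above about 35%, with an unprinted fluorescence ratio check between 0.5 and 1.5, limit read from the data, passing the limit was not always enough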;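 also: 0% = enzyme with substrate and 100% = substrate without enzyme; some results filed as inactive read as strong as hits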
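Test system: purified human Csn5 enzyme expressed in HEK293T cells. Amount: 0.24 nM enzyme. Reagent: SCFSkp2-Nedd8OG substrate at 10 nM final. Schedule: 90 min incubation of compound, enzyme and substrate at room temperature. Detection: fluorescence polarization. Read-out: % inhibition of substrate cleavage by Csn5.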
* marks the source's active call; other numbers are inactive results; i = inactive; . = no result given; + = active, no number.

cpd | SMILES | CSN inh | Rpn11 inh | Rin1 Abl inh | NadD inh | Neddylation inh | MT1-MMP act inh | PABP1 MLLE inh | FAS-TE inh | SKN-1 block
1 | COc1cc(-c2nnc3sc(Cc4ccccc4)nn23)cc(OC)c1OC | -4 | i | 3 | 24 | i | 19 | 4 | 4 | -9
2 | CCn1c(COc2ccc(OC)cc2)nc2ccccc21 | 1 | i | 0 | 0 | i | 11 | -1 | -2 | 29
3 | Cn1c(C(=O)N2CCCC(C(=O)NCc3ccccc3)C2)cc2sccc21 (stereo not drawn) | -2 | i | 2 | 0 | i | 1 | -10 | -2 | 12
4 | COc1ccccc1N1CCN(CC(=O)c2c[nH]c3ccccc23)CC1 | -2 | i | 0 | -6 | i | 3 | -34 | -2 | -5
5 | CN(C(=O)Cn1cnc([N+](=O)[O-])n1)C1CCCCC1 | 5 | i | -1 | -7 | i | 3 | 5 | -4 | 15
6 | O=C(Nc1ccccc1C(=O)OCn1nnc2ccccc2c1=O)c1ccco1 | -1 | i | 0 | -7 | i | -1 | -7 | 16 | 17
7 | O=C(NCc1ccccc1Cl)c1cnn2cccnc12 | 4 | i | -3 | -6 | + | 0 | 1 | 0 | -1
8 | COc1cc(CN(C)c2ncnc3sccc23)ccc1OC(F)F | 0 | i | 2 | 2 | i | 3 | -17 | 6 | 19
9 | CC(C)(C)C(=O)NCc1ccc(C(=O)CSc2nnc(C3CC3)n2C2CC2)s1 | -9 | i | 1 | -1 | i | -1 | 3 | 3 | -18
10 | CCCCc1nnc(NC(=O)C2=COCCO2)s1 | -3 | i | -5 | 2 | i | -1 | -16 | -5 | 21
11 | O=C1N=C(N2CCc3ccccc3C2)S/C1=C\c1ccc(O)cc1 | 2 | i | -1 | 2 | i | 1 | -10 | 2 | 7
12 | O=C(Nc1ccc2c(c1)OCO2)N1CCOCC1 | 1 | i | -4 | -2 | i | 1 | 3 | -6 | -8
13 | O=C(C1CC1)N(Cc1ccco1)c1nc(-c2ccccc2)cs1 | 3 | i | -5 | 1 | i | -1 | -2 | 30 | 21
14 | Cc1ccc(C2C(C(=O)c3sc(-c4ccccc4)nc3C)=C(O)C(=O)N2CCN(C)C)o1 (stereo not drawn) | -3 | i | -1 | 6 | i | 17 | 5 | -9 | 2
15 | O=[N+]([O-])c1ccccc1/C=C/C=N/n1c(-c2ccccc2F)n[nH]c1=S | 6 | i | 0 | 3 | i | 4 | -22 | 6 | 13
16 | CCCCOc1ccc(Br)cc1CSC(=N)N | 0 | i | -1 | -6 | i | -13 | -3 | -136 | 9
17 | COc1cc(CC(CC(=O)c2ccc3c(c2)OCO3)C(=O)O)cc(OC)c1OC (stereo not drawn) | 2 | i | 0 | -4 | i | 4 | 3 | -9 | 2
18 | C(=N\NCc1ccccc1)/c1ccc2ncccc2c1 | -5 | i | 0 | -1 | i | 1 | -5 | 0 | 24
19 | OCC1OC2C(NC(=S)N2c2ccccc2)C(O)C1O (stereo not drawn) | 0 | i | 0 | 2 | i | -1 | -18 | -7 | -4
20 | CSCCC(NC(=O)c1ccco1)C(=O)Nc1ccc(C)cn1 (stereo not drawn) | -4 | i | 0 | 0 | i | 1 | 0 | 0 | 19
21 | Cc1ccsc1/C=N/Nc1ncc(Cl)cc1Cl | 0 | i | -5 | 6 | i | 6 | -26 | 2 | 25
22 | COc1ccc(NC(=O)Cn2c(C)csc2=O)c(OC)c1 | 3 | i | 1 | 3 | i | -1 | 36 | -6 | -12
23 | NC(=O)C1(c2ccccc2)CCOCC1 | 5 | i | -4 | 5 | i | 0 | 7 | -8 | 11
24 | O=C(CN1CCN(Cc2ccccc2F)C1=O)NCC1CCCO1 (stereo not drawn) | -1 | i | 2 | -2 | i | 0 | 11 | -9 | -8
25 | Cc1ccc(C(=O)c2cnc3cc4c(cc3c2S(=O)(=O)c2ccccc2)OCCO4)cc1 | 3 | i | -1 | 16 | i | -11 | -9 | 72* | 3
26 | CS(=O)(=O)N1CCN(c2ccccc2NC(=O)c2cc3ccccc3o2)CC1 | 2 | i | -2 | -2 | i | -2 | -13 | 21 | 9
27 | COc1cc(CC(=O)OCC(=O)NCc2ccc(C)cc2)cc(OC)c1OC | 1 | i | 2 | 1 | i | 1 | -2 | 1 | 7
28 | CN1CCC(OC(=O)c2cc3cc(Cl)cc(Cl)c3oc2=O)CC1 | -1 | i | -1 | 6 | i | -34 | 6 | -3 | 26
29 | C[C@H](NC(=O)c1nc[nH]c1C(=O)OCc1ccccc1)c1ccccc1 | -5 | i | 1 | 7 | i | 5 | 0 | -5 | -19
30 | c1ccc2[nH]c(SCC3CCCCO3)nc2c1 (stereo not drawn) | -7 | i | 0 | -4 | i | 2 | -20 | -3 | 3
31 | Cc1ccc(S(=O)(=O)NC(=O)NC(C)Cc2ccccc2)cc1 (stereo not drawn) | 2 | i | 1 | -7 | i | 0 | -8 | -6 | 1
32 | COc1cccc(CNC(=O)C2Cc3cc(S(=O)(=O)N4CCCC4)ccc3N2C(C)=O)c1OC (stereo not drawn) | -2 | i | 1 | -1 | i | 6 | 0 | -5 | -1
33 | N#Cc1cccc(-c2csc(C(O)c3ccc(F)cc3)n2)c1 (stereo not drawn) | -4 | i | 8 | -3 | i | 5 | -7 | 10 | 7
34 | O=C(c1cc2ncc(CCCl)cn2n1)N1CCCCCC1 | -10 | i | 0 | 0 | i | 7 | 11 | -16 | 1
35 | Fc1ccc(/C=N/NC(=S)NCCc2ccccc2)cc1F | 4 | i | -2 | -3 | i | -3 | 6 | 25 | -10
36 | COc1cc2c(cc1OC)C(c1cccs1)N(C(=O)c1cccc(S(=O)(=O)N(C)C)c1)CC2 (stereo not drawn) | -2 | i | -2 | 1 | i | -3 | -4 | 16 | 11
37 | COc1ccc(N2CC(NS(=O)(=O)c3ccc(F)cc3)CC2=O)cc1 (stereo not drawn) | -2 | i | 1 | 0 | i | 0 | 7 | -5 | 10
38 | C=CCSc1nc2ccccc2c(=O)n1Cc1ccccc1 | 3 | i | 2 | 8 | i | 3 | 6 | 33 | 21
39 | O=C(NCCCN1CCOCC1)c1ccccc1NS(=O)(=O)c1ccc(Br)cc1 | 1 | i | -1 | -7 | i | -1 | 3 | -5 | -5
40 | COc1ccc(N=c2scc(-c3ccc(OC)cc3)n2CCO)cc1 | 2 | i | 0 | -6 | i | 2 | -2 | -2 | 28
41 | CC(C(=O)N1c2ccc(F)cc2CCC1C)N1C(=O)c2ccccc2C1=O (stereo not drawn) | 3 | i | -5 | 1 | i | -3 | -7 | -3 | 20
42 | CC12CCCc3c(O)cc(=O)n(c31)-c1ccccc12 (stereo not drawn) | 0 | i | -3 | 1 | i | 0 | -14 | -14 | 7
43 | CN(CC(=O)NCCc1ccc(S(N)(=O)=O)cc1)CC(=O)Nc1cccc(F)c1 | 0 | i | 0 | -6 | i | 0 | -12 | -6 | -7
44 | S=c1[nH]nc(-c2ccc3ccccc3n2)n1-c1ccc2c(c1)OCCO2 | -7 | i | -2 | 6 | i | 1 | -17 | -7 | -3
45 | COc1ccc(OC)c2c(N3CC(C)OC(C)C3)cc(C(F)(F)F)nc12 (stereo not drawn) | -3 | i | -4 | 0 | . | 13 | 10 | -4 | 6
46 | Cc1cccc(CN2C(=O)/C(=C\c3ccc(C(=O)NCCN4CCOCC4)cc3)Sc3ccccc32)c1 | 0 | i | -2 | -5 | i | -2 | 20 | 14 | -16
47 | Cc1ccc(NC(=O)CSCC(=O)NCCc2ccccc2)cc1 | -5 | i | -3 | -1 | i | 4 | -8 | -1 | 23
48 | Cc1ccc(N(C)S(=O)(=O)c2cccc(C(=O)Nc3ccc(N4CCOCC4)cc3)c2)cc1 | -4 | i | 5 | 14 | i | -8 | 1 | 14 | -4
49 | O=[N+]([O-])c1cccc2nc(-c3ccccc3)c(-c3ccccc3)nc12 | -2 | i | -3 | -4 | i | -11 | 0 | 22 | 16
50 | COc1ccc(-n2nnnc2C(CCc2ccccc2)N2CCN(C/C=C/c3ccccc3)CC2)cc1 (stereo not drawn) | 3 | i | 1 | 3 | i | -2 | -6 | 21 | -8
51 | CCCc1cc(=O)[nH]c(SCC(N)=O)n1 | -3 | i | 0 | -7 | i | 2 | -8 | -6 | 12
52 | O=C1c2ccccc2C(=O)N1CCC1=CCCCC1 | 3 | i | -1 | -4 | i | -3 | 13 | 12 | 2
53 | O=C1NC2(CCCCCC2)C(=O)N1Cc1ccccc1 | -2 | i | -1 | 0 | i | 7 | 10 | -4 | 21
54 | Cc1ccsc1C1C=C(c2cccc(Br)c2)Nc2ncnn21 (stereo not drawn) | -21 | i | -5 | 5 | i | -133 | 93 | -12 | -18
55 | O=C(CN1C(=O)c2ccccc2C1=O)Nc1ccccc1N1CCOCC1 | 3 | i | 0 | -1 | i | 1 | 2 | -2 | -5
56 | O=[N+]([O-])c1ccc2nonc2c1Nc1ccccc1 | -7 | i | -8 | 0 | i | 7 | -17 | 1 | 13
57 | CS(=O)(=O)N1CCC(C(=O)N2CCN(Cc3ccccc3)CC2)CC1 | -2 | i | 1 | -7 | i | 1 | 0 | -6 | 2
58 | CCOC(=O)c1ccc(NC(=O)C2CCCN(S(=O)(=O)c3cnc[nH]3)C2)cc1 (stereo not drawn) | -3 | i | 0 | -6 | i | -1 | -9 | -19 | 4
59 | CC(C)CN(C(=O)CN1CCN(c2ccc([N+](=O)[O-])cc2)CC1)c1c(N)n(CC(C)C)c(=O)[nH]c1=O | -1 | i | -2 | -5 | i | 5 | -23 | 2 | -5
60 | Cc1ccc2cc(C=C(C#N)C#N)c(N3CCCCC3)nc2c1 | 9 | i | -2 | 1 | i | -3 | -6 | 0 | 17

In another format: 5 of the compounds above
#45 COc1ccc(OC)c2c(N3CC(C)OC(C)C3)cc(C(F)(F)F)nc12 (stereo not drawn)
#46 Cc1cccc(CN2C(=O)/C(=C\c3ccc(C(=O)NCCN4CCOCC4)cc3)Sc3ccccc32)c1
#47 Cc1ccc(NC(=O)CSCC(=O)NCCc2ccccc2)cc1
#48 Cc1ccc(N(C)S(=O)(=O)c2cccc(C(=O)Nc3ccc(N4CCOCC4)cc3)c2)cc1
#49 O=[N+]([O-])c1cccc2nc(-c3ccccc3)c(-c3ccccc3)nc12

assay / compound	45	46	47	48	49
CSN inh	-3	0	-5	-4	-2
Rpn11 inh	i	i	i	i	i
Rin1 Abl inh	-4	-2	-3	5	-3
NadD inh	0	-5	-1	14	-4
Neddylation inh	.	i	i	i	i
MT1-MMP act inh	13	-2	4	-8	-11
PABP1 MLLE inh	10	20	-8	1	0
FAS-TE inh	-4	14	-1	14	22
SKN-1 block	6	-16	23	-4	16

Continuation.
cpd | SMILES | CSN inh | Rpn11 inh | Rin1 Abl inh | NadD inh | Neddylation inh | MT1-MMP act inh | PABP1 MLLE inh | FAS-TE inh | SKN-1 block
61 | Cc1cccc(C)c1NC(=O)C(c1ccncc1)N1CCN(CCN(C)C)CC1 (stereo not drawn) | -1 | . | . | . | i | 1 | . | . | 23
62 | CC(=O)Nc1cccc(NC(=O)c2cc(-c3cccnc3)nc3ccc(Cl)cc23)c1 | 6 | i | -1 | -6 | i | -5 | -15 | 13 | 17
63 | CCn1ccnc1CN1CCCC(C(=O)c2ccc3cc(OC)ccc3c2)C1 (stereo not drawn) | 5 | i | 0 | -5 | . | 0 | -8 | 2 | 5
64 | O=Cc1cccn1-c1ncc(Br)cn1 | -4 | i | -1 | 1 | i | 2 | -6 | -6 | -5
65 | COc1ccccc1NS(=O)(=O)c1cc(NC(C)=O)ccc1N1CCCCC1 | -2 | i | 2 | 2 | i | 3 | 34 | -6 | -13
